MazEF act = activators of E. coli MazEF toxin-antitoxin RNase | FAM/BHQ RNA-DNA oligo cleavage fluorescence, 5 h | activation, % at 20 µM | hit rate 0.32% among 350,000 | AID 504720; in the data active = activation above about 50%
PriA SSB inh = blocks PriA binding to SSB C-terminal tail; AlphaScreen SSBct-PriA binding, biotinylated peptide; inhibition, % at 33 µM; hit rate 0.6% among 430,000; AID 1272365; in the data active = inhibition mostly above about 37%, no sharp cut-off; inactive = mostly below about 20%;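 note: plate controls were negative control peptide for no effect and reference peptide for full effect; strong numbers were not always called active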
BH1578 lux ind = induces V. cholerae light production without autoinducers. V. cholerae BH1578 lux reporter, luminescence, 6 h. activation, % at 18.7 µM. hit rate 0.16% among 350,000. AID 588436; in the data active = activation mostly above about 9.7%, no sharp cut-off; note: not every result past the cut was called active; inactives centre near 0; reference of the scale not given here
PfHsp40 rescue = restores yeast growth despite PfHsp40 toxicity. S. cerevisiae expressing PfHsp40, growth rescue, ATP luminescence. growth rescue, % at 12.5 µM. hit rate 0.68% among 340,000; in the data active = growth rescue above about 28%, passing the limit was not always enough;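 note: yeast W303a lacking pdr1 and pdr3 grown in galactose medium; growth measured after three days at 30 °C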
DUSP3 inh = DUSP3 (human) phosphatase inhibition | hit rate 0.52% among 290,000 | inhibition, % at 13.3 µM | recombinant VHR phosphatase, pNPP absorbance | AID 1654 | P51452; in the data active = inhibition above about 50%; note: some compounds called inactive have numbers as strong as hits
Target sequence (P51452 whole entry, looked up): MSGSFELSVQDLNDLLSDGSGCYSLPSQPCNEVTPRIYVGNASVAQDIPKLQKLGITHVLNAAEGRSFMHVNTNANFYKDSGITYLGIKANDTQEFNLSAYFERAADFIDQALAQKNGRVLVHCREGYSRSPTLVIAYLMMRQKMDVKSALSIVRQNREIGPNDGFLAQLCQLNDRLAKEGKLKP
Anthrax LF prot = anthrax lethal factor protease inhibition. multiplex microsphere protease cleavage assay, LF. AID 588501. inhibition, % at 10 µM. hit rate 0.12% among 360,000; in the data active = inhibition above about 30%; note: plate controls were buffer without enzyme for full effect and enzyme alone for no effect
Target sequence (P15917 whole entry, looked up): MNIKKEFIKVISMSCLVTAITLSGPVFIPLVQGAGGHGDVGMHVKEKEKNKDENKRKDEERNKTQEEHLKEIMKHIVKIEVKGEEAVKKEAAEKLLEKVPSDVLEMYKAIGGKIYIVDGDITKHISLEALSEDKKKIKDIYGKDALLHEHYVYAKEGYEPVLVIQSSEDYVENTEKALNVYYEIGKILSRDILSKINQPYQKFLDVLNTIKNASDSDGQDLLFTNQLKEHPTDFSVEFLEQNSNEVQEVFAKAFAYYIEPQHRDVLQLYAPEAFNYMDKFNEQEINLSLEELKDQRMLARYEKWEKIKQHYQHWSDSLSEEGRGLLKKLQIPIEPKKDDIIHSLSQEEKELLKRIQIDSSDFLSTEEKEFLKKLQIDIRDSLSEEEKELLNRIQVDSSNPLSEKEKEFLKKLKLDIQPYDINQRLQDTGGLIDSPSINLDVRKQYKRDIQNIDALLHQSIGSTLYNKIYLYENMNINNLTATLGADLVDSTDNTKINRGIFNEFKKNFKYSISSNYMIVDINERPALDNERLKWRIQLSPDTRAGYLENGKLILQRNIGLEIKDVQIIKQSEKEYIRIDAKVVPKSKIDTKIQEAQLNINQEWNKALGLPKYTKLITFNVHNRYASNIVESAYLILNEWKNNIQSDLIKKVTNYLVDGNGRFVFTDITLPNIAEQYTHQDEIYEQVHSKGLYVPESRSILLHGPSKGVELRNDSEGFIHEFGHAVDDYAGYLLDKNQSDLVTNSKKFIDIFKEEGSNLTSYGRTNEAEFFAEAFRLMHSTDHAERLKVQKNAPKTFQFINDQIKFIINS
Rv3671c inh = inhibits the M. tuberculosis serine protease Rv3671c | P9WHR9 | inhibition, % at 5.96 µM | AID 2606 | hit rate 0.048% among 320,000; in the data active = inhibition above about 38%;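 note: extracellular domain of Rv3671c used as enzyme; 0% = enzyme with DMSO and 100% = no enzyme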
Y pestis TopoI = blocks Yersinia pestis topoisomerase I activity; activity, % at 10 µM; hit rate 0.064% among 360,000; Y. pestis Topo-I cleavage product accumulation, plate reader; AID 504884; in the data active = activity above about 50%, passing the limit was not always enough; note: inactives centre near 2
TcdB GH inh = TcdB glycohydrolase inhibition; P18177; TcdB glycohydrolase enzymatic assay, plate reader; inhibition, % at 9.99 µM; hit rate 0.24% among 350,000; AID 652162; in the data active = inhibition above about 10%
SARS 3CLpro inh = SARS-CoV 3CLpro protease inhibition; inhibition, % at 6 µM; hit rate 0.14% among 290,000; P0C6X7; recombinant SARS-CoV 3CLpro, quenched FRET peptide cleavage; in the data active = inhibition above about 12%
Active calls of the source: *; i = inactive; x = no result given; & = joins results of further samples. Only part of the results is shown; count on the stated rates, not on these rows.

SMILES	MazEF act	PriA SSB inh	BH1578 lux ind	PfHsp40 rescue	DUSP3 inh	Anthrax LF prot	Rv3671c inh	Y pestis TopoI	TcdB GH inh	SARS 3CLpro inh
CC(=O)c1c(C)[nH]c(C(=O)OCC(=O)Nc2c(C)n(C)n(-c3ccccc3)c2=O)c1C	-5	-7	i	-0.5	x	1	x	1	0.2	x
COc1cc(C(=O)NCCNC(=O)c2cc(OC)c(C)c(OC)c2)cc(OC)c1C	3	-1	-0.5	-0.7	10	0	1	4	0.9	-2
CC1=CCC(Cc2nc3ccccc3o2)C1(C)C (stereo not drawn)	0	-3	-0.3	-0.6	-1	-3	1	8	x	-3
CCNC(=O)COC(=O)C1CCN(S(=O)(=O)c2ccc3c(c2)OCCO3)CC1	1	-4	i	-0.2	x	8	0	-4	-4.1	x
CN(C)c1ccc(P(=O)(OC2CCCCC2)C(O)c2ccncc2)cc1 (stereo not drawn)	-2	-2	i	2.5	0	2	1	1	-0.5	5
Cc1nnc(N/N=C/C2CC=CCC2)[nH]c1=O (stereo not drawn)	7	x	-0.3	-0.2	16	0	7	-4	-0.8	4
Cc1ccc(CCNC(=O)CS(=O)Cc2nc(-c3cccs3)oc2C)cc1 (stereo not drawn)	0	9	i	-0.7	8	-2	-8	20	0.8	-4
O=C(Nc1ccc(F)cc1F)Nc1csc2ccccc12	3	-14	0.6	x	20	2	-8	-17	-1.1	3
CCCCOc1cccc(/C=C(\C#N)C(=O)NC2CC2)c1	0	6	-0.3	0.2	10	0	5	21	1.5	-7
Cc1cccc(C(=O)Nc2ccc(S(=O)(=O)Nc3nc(C)cc(C)n3)cc2)c1	0	-10	-2.3	-0.6	2	-10	-3	9	1.6	-1

The final three compounds of the section above lead into the next.
SMILES	MazEF act	PriA SSB inh	BH1578 lux ind	PfHsp40 rescue	DUSP3 inh	Anthrax LF prot	Rv3671c inh	Y pestis TopoI	TcdB GH inh	SARS 3CLpro inh
O=C(Nc1ccc(F)cc1F)Nc1csc2ccccc12	3	-14	0.6	x	20	2	-8	-17	-1.1	3
CCCCOc1cccc(/C=C(\C#N)C(=O)NC2CC2)c1	0	6	-0.3	0.2	10	0	5	21	1.5	-7
Cc1cccc(C(=O)Nc2ccc(S(=O)(=O)Nc3nc(C)cc(C)n3)cc2)c1	0	-10	-2.3	-0.6	2	-10	-3	9	1.6	-1
O=C1c2ccccc2C(=O)C1c1nccc2ccccc12	-9	-20	-0.5	0.2	-19	-1	-21	4	x	2
Cc1[nH]c2ccccc2c1C(=O)CN1CCCC1	7	2	i	-0.7	14	4	3	-5	1.4	-6
CNC(=O)NC(=O)COC(=O)/C=C/c1cccc(Br)c1	7	-9	-0.3	-1.2	10	4	2	2	-0.5	2
CSc1cc(-c2ccc(Cl)cc2)c(C(=O)N2CCCC2)s1	4	-7	0.3	-0.8	17	-3	4	40	x	6
COc1ccc(-c2cn[nH]c2-c2ccc(OCC(=O)NN)cc2O)cc1OC	-1	9	i	0.0	17	-3	-1	4	-0.7	-1
CCOP(=O)(OCC)C(NC(C)=O)C(=O)c1ccccc1 (stereo not drawn)	-23	-5	-0.3	-1.5	2	-2	2	7	1.3	0
CSc1ccccc1C(=O)N1CCC(CCC(=O)NC2CC2)CC1	11	-3	i	0.1	-1	0	-7	0	4.0	2
COc1ccc(N2CCN(C(=O)CCNC(=O)c3ccc(C(C)(C)C)cc3)CC2)cc1	0	-5	-0.2	9.9	20	-1	0	15	0.5	3
CC1(c2ccccc2)NC(=O)N(CC(=O)NNC(=O)c2ccccc2F)C1=O (stereo not drawn)	3	-15	0.2	-0.7	x	-2	x	4	-0.4	x
CC1CC(C)CN(C(=O)C(C)N2CCN(S(=O)(=O)c3ccccc3F)CC2)C1 (stereo not drawn)	9	-2	i	-1.4	x	-5	3	4	0.5	x
COc1ccc(OC)c(NC(=O)COC(=O)CN2C(=O)NC3(CCCC3)C2=O)c1	4	-14	i	-0.8	x	-6	0	-2	0.5	x
Cn1c(=O)c2c(nc(N3CCCCC3)n2CCNC2=NCCC2)n(C)c1=O	11	4	i	-0.6	13	0	11	-3	x	7
CCC(C)[C@H](NC(=O)[C@@H]1Cc2c([nH]c3ccccc23)C2c3ccccc3C(=O)N21)C(=O)N1CCC[C@@H]1C(=O)O (stereo partly drawn)	2	-1	-0.4	0.0	-4	-4	-9	1	0.4	2
CCOC(=O)[C@H]1[C@H]2COc3ccc(Br)cc3[C@@H]2N2C(=O)c3ccc(Cl)cc3NC(=O)[C@@]12C	-5	14	-0.6	1.1	x	-3	-55	-1	1.2	x
Cc1ccc(NC(=O)CN2C(=O)COc3ccc(S(=O)(=O)N4CCCC4)cc32)cc1C	1	0	i	2.2	-1	-1	-5	15	0.0	7
CCOC(=O)CNC(=O)CSc1nc(N)cc(N)n1	2	-14	i	0.6	-5	7	0	11	x	-4
CCSc1nnc(SCC(=O)NC2CCCCC2)s1	-2	-18	-0.3	-0.8	x	1	0	1	0.9	x
O=C(c1ccc2c(c1)OCCO2)C1CCN(C(=O)Nc2ccccc2F)CC1	12	-2	i	-0.8	7	-1	-5	-9	0.0	-6
CCN(CC)c1ccc(-c2n[nH]c(=S)n2-c2ccccc2C)cc1	12	-12	-2.9	0.4	-6	-4	4	6	1.2	9
OC(CN1CCN(c2ccccc2F)CC1)c1ccc(F)cc1 (stereo not drawn)	-2	-5	i	-0.5	-5	-6	-2	2	2.3	-2

Profiles from above. Screens in order: MazEF act | PriA SSB inh | BH1578 lux ind | PfHsp40 rescue | DUSP3 inh | Anthrax LF prot | Rv3671c inh | Y pestis TopoI | TcdB GH inh | SARS 3CLpro inh
Record of O=C(c1ccc2c(c1)OCCO2)C1CCN(C(=O)Nc2ccccc2F)CC1 : 12 | -2 | i | -0.8 | 7 | -1 | -5 | -9 | 0.0 | -6
Record of CCSc1nnc(SCC(=O)NC2CCCCC2)s1 : -2 | -18 | -0.3 | -0.8 | x | 1 | 0 | 1 | 0.9 | x

More structures.
SMILES	MazEF act	PriA SSB inh	BH1578 lux ind	PfHsp40 rescue	DUSP3 inh	Anthrax LF prot	Rv3671c inh	Y pestis TopoI	TcdB GH inh	SARS 3CLpro inh
COc1ccc(OCc2cn(CC(=O)c3ccc(O)cc3)nn2)cc1	6	-8	i	0.3	x	-6	x	-1	1.0	x
Nn1c(C2CCCCC2)nc2ccccc2c1=O	0	0	i	-0.6	0	-1	8	-6	1.5	-4
COc1ccccc1N1CCN(C(=O)c2sc3nc(-c4ccccc4)cn3c2C)CC1	-4	9	-1.9	1.7	18	3	-4	16	x	-1
CCNS(=O)(=O)c1ccc2nc(NC(=O)/C=C/c3cc(OC)c(OC)c(OC)c3)sc2c1	1	-7	-0.3	0.0	0	-1	-42	-7	-0.5	2
CCCc1cc(=O)[nH]c(SCC(=O)N(CC)c2c(N)n(Cc3ccccc3)c(=O)[nH]c2=O)n1	-4	0	0.3	-0.8	x	0	4	2	-6.5	x
O=C(CCc1ccccc1)Nc1nc2nc(-c3ccccc3)cc(=O)n2[nH]1	3	0	x	-0.5	21	1	-5	1	x	3
COc1ccccc1C(C)NC(=O)c1ccc(NC(=O)CC2SC(N3CCCC3)=NC2=O)cc1 (stereo not drawn)	3	3	1.6	-0.6	x	-12	8	26	3.1	x
O=C1CCC(C(=O)OCC(=O)Nc2ccc(OC(F)F)cc2)=NN1	-3	x	0.2	x	x	-1	x	4	-0.1	x
COCc1cc(C)nc2sc(C(=O)Nc3nccs3)c(N)c12	6	-16	x	-2.1	17	3	-1	4	1.8	-5
COc1ccc(C2=NNC(c3cccnc3)=Nc3ccc(OC)cc32)cc1	9	17	-0.5	-0.1	29	-4	2	5	0.3	0
O=C(NCCN1C(=O)C2C3C=CC(C3)C2C1=O)Nc1ccccc1 (stereo not drawn)	3	-5	-0.2	0.0	4	-10	-3	12	1.5	3
CCCSc1nc2ccccc2n1CC(=O)O	-2	-10	i	-1.2	10	3	-1	-3	0.3	0
O=C(NCC1CCCO1)c1ccc2c(c1)N(Cc1ccc(F)cc1)CCS2 (stereo not drawn)	2	5	-0.4	1.3	44	1	-5	23	0.7	3
C/C(=N/NS(=O)(=O)c1ccc(C)cc1)c1ccc2c(c1)OCO2	4	x	0.4	0.9	23	2	x	-2	-2.3	0
Cc1ccc(C(=O)NNC(=O)C(C)Sc2nc(N)cc(N)n2)cc1 (stereo not drawn)	1	-12	x	-0.4	-4	-15	3	3	x	1
CC(=O)OC(C(=O)N1CCOCC1)c1c(F)cccc1F (stereo not drawn)	-3	-3	0.6	0.0	-1	1	-2	-6	-0.1	0
CC1CCCCN1CC(=O)NC(c1ccccc1)c1ccccc1 (stereo not drawn)	4	2	-0.3	-1.7	11	7	-17	17	-0.1	2
O=C1c2ccccc2C(=O)N1CC1c2ccccc2CCN1C(=O)N1CCOCC1 (stereo not drawn)	2	0	i	0.8	18	-2	2	8	x	-1
CN1CCN(S(=O)(=O)c2cccc(C(=O)Nc3sccc3C(N)=O)c2)CC1	4	-3	-0.7	0.3	x	-7	3	-8	3.6	x
C[C@@H]1CN([C@H](C)CO)C(=O)CCCn2nncc2CO[C@@H]1CN(C)C(=O)NC1CCCCC1	5	x	i	x	x	2	x	4	0.7&0.6&0.2	x
COc1ccc(-c2csc(NC3CCCCC3)n2)c(OC)c1	6	-1	-3.1	-1.3	17	-5	5	5	0.2	-4
CC1=NN(C(N)=S)C(=O)C1N=Nc1ccccc1C(=O)O (stereo not drawn)	6	-1	i	-0.6	35	-15	4	-4	1.2	-1
CCN(CC)CCCNC(=O)C(C)n1c2ccccc2c2nc(=O)cc(C)n21 (stereo not drawn)	-2	-3	-0.8	-3.0	8	-3	5	5	0.6	-1
CC[C@@H](C)[C@@H]1CN([C@@H](CN2CCC[C@H]2CN2C(N)=NC[C@@H]2Cc2ccccc2)C(C)C)C(=N)N1CCCC1CCCC1	19	12	4.5	1.7	x	2	-2	-3	x	x
CC(C)CNC(=O)COC(=O)/C=C/c1ccco1	-1	-16	180*	-0.8	-17	0	8	1	x	0
Cc1ccc(CNC(=S)Nc2cc(C(=O)O)ccc2C)cc1	2	-13	-1.2	1.0	37	-4	1	7	4.6	1
CSc1nnc(C)c(=O)n1COC(=O)c1ccc(S(=O)(=O)N2CCCC2)cc1	-1	-16&8	i	-0.1	10	0	-9	-4	x	1
CC(C)CC(=O)NC(=S)NNC(=O)c1ccc([N+](=O)[O-])cc1	0	16	-0.3	8.9	26	0	-6	-8	x	3
CCn1c(O)c(N=Nc2ccc(Cl)c(C(=O)O)c2)c2ccccc21	-2	-2	-0.4	3.0	11	0	5	4	-0.2	0
COc1cccc(C(=O)Oc2ccc(/C=N/Nc3ccc(C(=O)O)cc3)cc2OC)c1	-9	x	i	-0.2	27	-13	19	-10	0.2	6
c1ccc(-c2ccc(CN3CCN(c4ncccn4)CC3)cc2)cc1	-5	-16	i	0.9	1	-12	-1	9	x	-4
O=C(C1CCCCC1)N1CCc2[nH]c3ccc(F)cc3c2C1	-4	1	-0.7	0.2	13	5	-4	3	-0.4	3
C[C@H](CO)NC(=O)[C@H](C)[C@H]1C[C@]1(C)[C@H](NC(=O)OCc1ccccc1)c1ccccc1	4	8	i	0.4	-3	-2	-2	6	0.8	-1
Nc1c(N2CCCC2)c2ccccc2oc1=O	8	5	0.5	1.0	-12	-2	2	5	-5.5	-4
COCCCn1c(-c2ccccc2)nc2ccccc2c1=O	9	-11	i	-1.3	15	3	6	6	x	-4
Cc1cc(C(=O)OCC(=O)N2CCOCC2)ccc1[N+](=O)[O-]	-15	5	0.2	-0.1	26	-4	-4	-6	1.3	0
O=C(Nc1nnc(-c2ccco2)o1)c1ccc2ccccc2c1	-21	1	-0.4	-1.6	-8	1	-13	-1	x	-2
O=S(=O)(N/N=C\C=C\c1ccccc1)c1ccc(Br)cc1	-10	x	-0.3	1.5	29	-1	3	-5	x	0
CC(=O)Nc1ccc(NC(=O)C(C)OC(=O)CSCc2cccc(Cl)c2)cc1 (stereo not drawn)	-1	-7	-4.0	2.4	x	-1	0	19	0.4	x
